Compound activity (PubChem)
GLP1R inv ag = inverse agonists of human GLP-1 receptor. P43220. HEK293 GLP-1R CRE-luciferase, luminescence, 24 h; GLP-1R form is constitutively active. Potency, µM (doses to about 38.3 µM), inactives show at the top dose activity change, negative = inhibition, actives largely listed as inhibitors. 410,000 compounds, 1.6% hits; also: % is scaled to controls: 0 for no effect and ±100 for the full control effect; nearly all actives have a fitted effect of over 55% in size
Target sequence (P43220 whole entry, looked up): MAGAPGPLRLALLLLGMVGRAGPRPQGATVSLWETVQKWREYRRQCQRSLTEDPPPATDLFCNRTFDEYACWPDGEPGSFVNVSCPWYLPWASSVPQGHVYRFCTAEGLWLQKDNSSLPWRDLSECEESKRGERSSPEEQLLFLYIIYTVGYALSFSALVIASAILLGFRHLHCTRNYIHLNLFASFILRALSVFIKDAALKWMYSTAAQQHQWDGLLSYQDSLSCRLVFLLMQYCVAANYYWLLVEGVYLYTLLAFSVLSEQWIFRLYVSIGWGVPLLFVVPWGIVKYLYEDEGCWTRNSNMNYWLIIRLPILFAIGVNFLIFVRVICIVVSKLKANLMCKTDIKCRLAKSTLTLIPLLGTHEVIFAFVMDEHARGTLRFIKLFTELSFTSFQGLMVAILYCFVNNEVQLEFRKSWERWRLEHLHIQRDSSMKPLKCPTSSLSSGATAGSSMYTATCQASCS
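Constitutively active GLP-1R drives a cAMP-responsive luciferase in stably transfected HEK293 cells; test compounds are added after overnight (12 h) attachment and left 24 hr, and signal loss in luminescence marks inhibition.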
SW480 rerep = DNA re-replication induction in SW480 cells | SW480 DNA re-replication, Hoechst DNA content imaging, 48 h | Potency, µM (top dose mostly 46.1 µM), for inactives: top-dose re-replication activation, usual class: activators | 340,000 compounds, 1.8% hits; also: % of control where 0% means no effect; nearly all actives have a fitted effect of over 55% in size
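DNA re-replication was detected as more nuclei of elevated Hoechst intensity after 48 hr exposure to compound (23 nL pinned per well of 250 cells).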
HT1080 IDH1KD tx = toxicity to HT-1080 IDH1 knockdown cells (counter line); HT-1080 IDH1 knockdown viability, ATP luminescence, 48 h; Potency, µM (highest dose often 46.1 µM), inactives show at the top dose activity, negative = toxicity, most hits filed as cytotoxic; 360,000 compounds, 2% hits; AID 686971;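 also: 0% = DMSO wells and -100% = cell-free medium wells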
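CellTiter-Glo luminescence after 48 h compound exposure at 37 degrees C of IDH1-knockdown HT-1080 cells in 5% FBS RPMI. %Activity scaled between DMSO wells and cell-free media wells, with curves fitted and assigned curve classes.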
KB-V1 cytotox = kills drug-selected multidrug resistant KB-V1 cells; Potency, µM (titrated, usually from 46.1 µM), inactives show top-dose activity change, negative = cytotoxicity, actives largely listed as cytotoxic; 400,000 compounds, 3.4% hits; AID 1347076; KB-V1 MDR cells viability, CellTiter-Glo, 72 h; also: % is scaled to controls: 0 for no effect and ±100 for the full control effect; nearly all actives have a fitted effect of over 60% in size
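Drug-selected KB-V1 cells, grown in DMEM lacking phenol red with 10% FBS, receive compound titrations; after three days at 37 degrees C, surviving cell ATP is quantified by CellTiter-Glo luminescence and responses normalized and curve-fitted.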
KB-3-1 cytotox = kills parental KB-3-1 adenocarcinoma cells; KB-3-1 viability, CellTiter-Glo ATP luminescence, 72 h; Potency, µM (doses to about 46.1 µM), for the others: top-dose activity change, negative = cytotoxic, usual class: cytotoxic; 400,000 compounds, 1.4% hits; also: % is scaled to controls: 0 for no effect and ±100 for the full control effect; nearly all actives have a fitted effect of over 60% in size
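Here the drug-naive KB-3-1 line serves as comparator for MDR sub-line selectivity; cells received compound titrations, 72 h at 37 °C, then CellTiter-Glo readout.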
HEK293 tox = cytotoxicity counter-screen for GLP-1 receptor inverse agonists. 410,000 compounds, 0.13% hits. HEK293 cAMP-luciferase reporter cells, luminescence, 24 h. Potency, µM (series often up to 38.3 µM), inactives show at the top dose activity change, negative = inhibition, most hits filed as inhibitors;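 also: loss of luciferase light is scored as toxicity; % is scaled to controls: 0 for no effect and ±100 for the full control effect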
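1536-well qHTS counterscreen of the MLSMR; 200 cells/uL, 12 h pre-incubation, 23 nL cpd, 24 h at 37 deg C 5% CO2, luciferase detection reagent, 12 min RT, luminescence. Inhibition = undesired.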
HT1080-NT tox = kills 2HG-producing HT-1080-NT fibrosarcoma cells; HT-1080-NT fibrosarcoma viability, CellTiter-Glo ATP luminescence, 48 h; Potency, µM (series often up to 46.1 µM), for the others: at the highest dose activity, negative = less viability, usual class: cytotoxic; 360,000 compounds, 1.6% hits;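 also: NT is the 2HG producing partner of a matched IDH1 knockdown line; 0% = DMSO-treated cells and -100% = media-only wells without cells; nearly all actives have a fitted effect of over 55% in size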
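Compounds were tested in concentration-response format on HT-1080-NT cells for 48 hours at 37 degrees C. Cell viability came from CellTiter-Glo luminescence; curves were classified by r2, response magnitude and activity.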
TDP43 rescue = inhibitors of TDP-43 toxicity in yeast. TDP-43 expressing yeast growth rescue, BacTiter-Glo, 24 h. Potency, µM (titrated, usually from 46.1 µM), without a hit: at the top dose growth rescue (activation), most hits filed as activators. 410,000 compounds, 1.8% hits. AID 652104; also: % of control where 0% means no effect; nearly all actives have a fitted effect of over 50% in size
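Yeast expressing TDP-43 (pregrown in raffinose, seeded at OD600=0.02 in galactose medium) exposed to compounds 24 hr at 30 deg C. Growth read by BacTiter-Glo luminescence; rescue of toxicity appears as increased signal.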
GLP-1R agonist = GLP-1 receptor (human) agonism; P43220; HEK293 GLP-1R CRE-luciferase, luminescence, 4-6 h; cells express a hypersensitive GLP-1R form; Potency, µM (highest dose often 45.6 µM), for the others: at the top dose activation, actives largely listed as activators; 380,000 compounds, 0.007% hits; AID 624172; also: % of control where 0% means no effect
* = called active by the depositor; ? = inconclusive; . = no result given; [ ] = dose if it differs, or a comment. Calls follow the shape of the dose curve; as a rule, active = well fitted curve in the direction sought with a large enough effect; inconclusive = small, poorly fitted or top-dose-only effect, or another doubt; inactive = no such curve, though single readings can be large; an effect the other way counts as inactive or inconclusive. Potency is read from the fitted curve at half-maximal effect.

Values run as follows: GLP1R inv ag	SW480 rerep	HT1080 IDH1KD tx	KB-V1 cytotox	KB-3-1 cytotox	HEK293 tox	HT1080-NT tox	TDP43 rescue	GLP-1R agonist
1: Cc1ccc(C)c(Cn2nc(C)n3c(cc4cc(C)ccc43)c2=O)c1
 : 4%	.	.	9%	1%	-6%	.	5%	.
2: Cc1cc([N+](=O)[O-])nn1CC(=O)NNC(=S)Nc1ccc(F)cc1
 : 23%	-12%	-2%	-10%	10%	-2%	0%	?	-1%
3: CCSc1cc(N2CCCC2)nc(-c2cccc(C)c2)n1
 : ?	-6%	-1%	-30%	-2%	18%	16%	?	1%
4: COc1cccc(CNc2ncnc3onc(C)c23)c1
 : -16%	.	.	-14%	21µM*	0%	.	6%	.
5: O=C(/C(=N/O)n1cncn1)c1ccccc1Cl
 : 9%	-5%	2%	18%	9%	-1%	20%	12%	1%
6: CC(C)n1c(SCC(=O)c2ccc(F)cc2)nc2c(sc3ccccc32)c1=O
 : 4%	.	.	9%	23%	16%	.	23%	.
7: Cc1ccc(Nc2ncnc3ccccc23)cc1
 : ?	8%	-3%	?	0%	12%	-4%	28%	5%
8: COc1ccc(CCNc2nc(C)cc(=O)[nH]2)cc1OC
 : -9%	-1%	5%	-18%	1%	6%	10%	-3%	20%
9: CCOc1ccc(S(=O)(=O)NCCOC)cc1C
 : 1%	-3%	-16%	4%	4%	-4%	5%	0%	-8%
10: CCCCCCNC(=O)N[C@@H](C(=O)NCCC[C@H]1CN2C(=NC[C@@H]2Cc2ccccc2)N1CCc1cccc(OC)c1)C(C)C
 : -20%	-7%	-2%	0%	8%	-11%	0%	-94%[inhibitor]	-2%
11: O=C1CCCN1CCC1CCN(C2CC(=O)N(Cc3ccc(N4CCCC4=O)cc3)C2=O)CC1 (configuration not stated)
 : -16%	11%	?	3%	-2%	-14%	4%	-22%	-5%
12: COc1ccc(Cn2c(C3CC3)nc3ccc(NC(=O)c4ccco4)cc3c2=O)cc1
 : -20%	?	?	?	?	-24%	-21%	6%	10%
13: Cc1ccc(CCNS(=O)(=O)c2ccc(C)cc2)cc1
 : -16%	-2%	2%	0%	1%	10%	-4%	16µM*	10%
14: O=C(C1=C[C@H](c2coc3ccccc3c2=O)C[C@H](OCc2ccc(CO)cc2)O1)N1CCN(Cc2ccccc2)CC1
 : -29%	?	-19%	-7%	-16%	2%	-22%	-17%	2%
15: CCCCn1c(N)c(N(CC)C(=O)C(c2ccccc2)c2ccccc2)c(=O)[nH]c1=O
 : 10%	6%	4%	?	26%	1%	7%	23%	9%
16: COC(=O)c1nn(-c2ccc(Oc3ccccc3)cc2)c(=O)cc1O
 : 19%	-11%	12%	?	21%	6%	29%	9%	-1%
17: c1ccc(Cn2c(-c3ccccc3)nc3nc4ccccc4nc32)cc1
 : -17%	.	0%	?	-11%	4%	10%	24%	18%
18: COc1cc2sc(C)nc2cc1C
 : 1%	1%	10%	3%	0%	2%	19%	-14%	1%
19: CC(c1nnc(SCC(=O)NC(=O)NCc2ccco2)n1-c1ccc(Cl)cc1)N(C)C (configuration not stated)
 : 6%	-1%	7%[9.24 µM]	?	-2%	5%	-3%	-21%	0%
20: COc1ccc(-c2cc3ncccc3cn2)cc1
 : -7%	-2%	-15%	-8%	0%	-36%	0%	?	8%

Reformatted with tabs: 8 of the compounds above.
entry	structure	GLP1R inv ag	SW480 rerep	HT1080 IDH1KD tx	KB-V1 cytotox	KB-3-1 cytotox	HEK293 tox	HT1080-NT tox	TDP43 rescue	GLP-1R agonist
13	Cc1ccc(CCNS(=O)(=O)c2ccc(C)cc2)cc1	-16%	-2%	2%	0%	1%	10%	-4%	16µM*	10%
14	O=C(C1=C[C@H](c2coc3ccccc3c2=O)C[C@H](OCc2ccc(CO)cc2)O1)N1CCN(Cc2ccccc2)CC1	-29%	?	-19%	-7%	-16%	2%	-22%	-17%	2%
15	CCCCn1c(N)c(N(CC)C(=O)C(c2ccccc2)c2ccccc2)c(=O)[nH]c1=O	10%	6%	4%	?	26%	1%	7%	23%	9%
16	COC(=O)c1nn(-c2ccc(Oc3ccccc3)cc2)c(=O)cc1O	19%	-11%	12%	?	21%	6%	29%	9%	-1%
17	c1ccc(Cn2c(-c3ccccc3)nc3nc4ccccc4nc32)cc1	-17%	.	0%	?	-11%	4%	10%	24%	18%
18	COc1cc2sc(C)nc2cc1C	1%	1%	10%	3%	0%	2%	19%	-14%	1%
19	CC(c1nnc(SCC(=O)NC(=O)NCc2ccco2)n1-c1ccc(Cl)cc1)N(C)C (configuration not stated)	6%	-1%	7%[9.24 µM]	?	-2%	5%	-3%	-21%	0%
20	COc1ccc(-c2cc3ncccc3cn2)cc1	-7%	-2%	-15%	-8%	0%	-36%	0%	?	8%

Following part
Values run as follows: GLP1R inv ag	SW480 rerep	HT1080 IDH1KD tx	KB-V1 cytotox	KB-3-1 cytotox	HEK293 tox	HT1080-NT tox	TDP43 rescue	GLP-1R agonist
21: COC(=O)CC1=C(c2ccc([N+](=O)[O-])cc2)CCC1=O
 : 6%	?	15%	19%	?	-2%	2%	3%	23%
22: Cc1onc(-c2ccccc2Cl)c1C(=O)N1CCCC1
 : 9%	30%	-5%	16%	2%	16%	-2%	-30%[inhibitor]	0%
23: Cc1[nH]c(=O)[nH]c(=O)c1S(=O)(=O)N1CCCC(C(=O)N2CCN(c3cccc(C(F)(F)F)c3)CC2)C1 (configuration not stated)
 : 0%	-7%	1%	15%	2%	0%	7%	6%	0%
24: CCCNc1ncnc2nc[nH]c12
 : 2%	2%	2%	-13%	26%	-2%	1%	5%	-5%
25: O=C(CCc1nnc(C2(c3ccc(Cl)cc3)CCC2)o1)N1CCCC1
 : 2%	-18%	13%	-5%	6%	-8%	7%	1%	15%
26: C=C(C)Cn1c(CCCNC(=O)CC)nc2ccccc21
 : -3%	-3%	0%	-15%	5%	6%	-1%	-14%	-4%
27: COCCCNc1nc(-c2ccc(Cl)cc2)nc2ccccc12
 : ?	-2%	?	?	-7%	6%	?	0%	25%
28: C#CCSc1nnc(-c2cccc3ccccc23)o1
 : -13%	?	?	-1%	?	5%	1%[9.24 µM]	27%	?
29: O=C(CN(C(=O)CCC(=O)Nc1nccs1)c1ccc2c(c1)OCO2)NCc1ccccc1
 : 9%	-5%	-11%	?	0%	3%	-7%	-19%	5%
30: Cc1cccc(-n2c(=O)c3c(c4cc(C)ccc4n3C)n(CC(=O)Nc3ccccc3Cl)c2=O)c1
 : 13%	.	.	?	-6%	1%	.	9%	1%
31: CCCN(CCC)C(=O)CSc1nc2ccccc2c(=O)n1CC1COc2ccccc2O1 (configuration not stated)
 : 2%	0%	-5%	21µM*	?	-1%	-1%	11%	-1%
32: CN(CC(=O)Nc1cccc(F)c1)C(=O)c1ccccc1Sc1ccccc1C#N
 : ?	?	0%	-19%	2%	-3%	0%	0%	6%
33: CC(C)c1ccc(NC(=O)c2n[nH]c(=O)c3ccccc23)cc1
 : 8%	-1%	0%	9%	23%	-10%	-2%	-1%	12%
34: CC1(c2ccc3ccccc3c2)NC(=O)N(CC(=O)O)C1=O (configuration not stated)
 : 2%	3%	0%	-8%	-2%	7%	-8%	-6%	0%
35: O=C(NCc1ccc(F)cc1)C1(S(=O)(=O)c2ccc(Cl)cc2)CC1
 : -11%	-6%	-15%	-4%	13%	-1%	-5%	-8%	20%
36: CCOc1ccc(C(=O)N2CCc3ccccc32)cc1
 : -20%	-2%	8%	-1%	1%	1%	9%	11%	4%
37: O=C(c1cc(S(=O)(=O)N2CCOCC2)c(Cl)cc1Cl)N1CCCCC1
 : -2%	1%	8%	?	-29%	4%	2%	-10%	18%
38: COC(=O)[C@H](Cc1ccccc1)NC(=O)Nc1ccc(OC)cc1
 : -2%	-13%	10%	?	-2%	-2%	18%	-14%	3%
39: O=S(=O)(Nc1ncccn1)c1ccc(NC(=S)Nc2ccccc2Cl)cc1
 : 18%	-8%	0%	-5%	2%	6%	0%	13%	-3%
40: O=C1C(=O)N(Cc2cccnc2)C(c2ccccn2)/C1=C(/O)c1ccc(Br)cc1 (configuration not stated)
 : 3%	-8%	5%	14%	9%	-18%	5%	11%	-6%

Further results.
Values run as follows: GLP1R inv ag	SW480 rerep	HT1080 IDH1KD tx	KB-V1 cytotox	KB-3-1 cytotox	HEK293 tox	HT1080-NT tox	TDP43 rescue	GLP-1R agonist
41: O=C(CCCNS(=O)(=O)c1cccc2nsnc12)NCc1ccc(F)cc1
 : -4%	3%	-3%	?	6%	0%	-1%	-5%	-3%
42: CCOC(=O)c1c(-c2ccc(OC)cc2)csc1NC(=O)CSc1nnc(C)c(=O)[nH]1
 : 1%	-1%	-9%	-8%	2%	29%	-23%	0%	4%
43: Nc1ccc(C(=O)OCC(=O)Nc2cccc(S(=O)(=O)NC3=NCCCCC3)c2)cc1[N+](=O)[O-]
 : 8%	-6%	9%	10%	0%	0%	3%	27%	16%
44: CCC(C(=O)NC1CCCC1)N(Cc1ccccc1Cl)C(=O)c1snc(C(N)=O)c1N (configuration not stated)
 : 15%	6%	-2%	-16%	?	-14%	-10%	-16%	2%
45: COc1ccc(CC2(c3ccccc3)NC(=O)NC2=O)cc1 (configuration not stated)
 : ?	?	-29%	?	?	-16%	-22%	2%	10%
46: CCn1c(SCC(=O)OCc2ccccc2)nc2c1c(=O)n(C)c(=O)n2C
 : 0%	-10%	-2%	-4%	2%	-2%	7%	5%	14%
